Bioassay records deposited in PubChem by several laboratories.
SMARCA2 act = SMARCA2 function activation, primary screen; MG213 cells, MMTV-luciferase reporter, dexamethasone, overnight; activation, % at 9.1 µM; actives 1% (n = 370,000); AID 652017; in the data active = activation above about 7.8%;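 also: 0% = vehicle wells and 100% = reference activator wells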
NR1D1 modulator = modulators of human Rev-erb alpha DNA binding; actives 0.79% (n = 370,000); Rev-erbα–FITC-DNA binding, fluorescence polarization, 90 min; P20393; activity, % at 10 µM;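 active = activity above about 14%, limit read from the data; passing the limit was not always enough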;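 also: 0% = DMSO wells with 35 nM protein and 100% = DMSO wells with 750 nM protein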
Target sequence (P20393 whole entry, looked up): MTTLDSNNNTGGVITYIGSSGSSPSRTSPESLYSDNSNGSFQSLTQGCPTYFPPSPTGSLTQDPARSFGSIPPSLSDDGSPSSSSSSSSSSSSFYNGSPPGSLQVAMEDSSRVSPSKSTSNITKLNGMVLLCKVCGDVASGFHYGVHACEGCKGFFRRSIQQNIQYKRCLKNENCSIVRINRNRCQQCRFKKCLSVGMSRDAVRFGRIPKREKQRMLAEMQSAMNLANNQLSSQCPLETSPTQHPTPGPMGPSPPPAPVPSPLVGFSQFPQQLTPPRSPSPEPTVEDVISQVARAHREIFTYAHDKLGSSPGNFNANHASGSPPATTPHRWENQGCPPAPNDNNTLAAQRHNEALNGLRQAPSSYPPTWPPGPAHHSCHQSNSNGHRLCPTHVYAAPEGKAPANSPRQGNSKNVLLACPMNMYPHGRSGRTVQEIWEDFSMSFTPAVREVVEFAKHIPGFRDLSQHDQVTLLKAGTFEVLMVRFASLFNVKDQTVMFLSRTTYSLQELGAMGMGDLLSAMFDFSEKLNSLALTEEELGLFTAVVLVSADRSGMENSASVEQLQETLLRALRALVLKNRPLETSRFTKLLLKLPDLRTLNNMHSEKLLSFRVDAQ
DAX1 inh-1 = inhibitors of human orphan nuclear receptor DAX1 (NR0B1); HEK293 Gal4-DAX1 luciferase reporter, luminescence; AID 504766; inhibition, % at 6.75 µM; P51843; actives 0.99% (n = 340,000);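 active = inhibition above the mean over all tested compounds plus 3 SD, cut at about 4.2% in these data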;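 also: 0% = DAX1-transfected cells with DMSO and 100% = empty-vector control cells with DMSO; inhibition shows as a rise in luminescence from relieved DAX1 repression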
Target sequence (P51843 207-470 limits assumed): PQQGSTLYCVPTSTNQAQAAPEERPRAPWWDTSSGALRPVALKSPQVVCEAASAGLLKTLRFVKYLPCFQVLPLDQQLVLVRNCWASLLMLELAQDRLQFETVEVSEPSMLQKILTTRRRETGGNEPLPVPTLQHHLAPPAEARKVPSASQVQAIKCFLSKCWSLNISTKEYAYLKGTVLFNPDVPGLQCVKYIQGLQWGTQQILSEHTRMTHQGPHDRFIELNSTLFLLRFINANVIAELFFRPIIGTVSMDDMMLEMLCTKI
hgDAF-12 ag = agonists of H. glycines DAF-12 nuclear receptor; actives 1.8% (n = 370,000); AID 687014; activation, % at 6.8 µM; HEK293 GAL4-hgDAF12 UAS-luciferase reporter, agonist luminescence; normalized to butyrate control;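 active = activation above a cutoff set at the mean of all screened compounds plus 3 SD, cut at about 10% in these data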;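 also: 0% = DMSO wells and 100% = sodium butyrate wells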
PG9 Ab binder = PG9 antibody binding by small molecule; TR-FRET gp120-PG9 antibody binding; inhibition, % at 6.7 µM; actives 0.43% (n = 360,000); in the data active = inhibition above about 8.5%
PLC-beta3 inh = blocks human PLC-beta3 enzyme activity | Q01970 | Purified PLC-beta3, fluorogenic substrate, fluorescence | inhibition, % at 12.2 µM | actives 0.18% (n = 370,000); in the data active = inhibition above about 11%;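 also: 0% = median of compound wells on plate and 100% = full blocker control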
ssDAF12 agonist = S. stercoralis DAF-12 activation, primary screen; HEK293 ssDAF-12/GRIP1 lit1-tk-luc reporter, luminescence; % of 3 µM dafachronic acid response; activation, % at 6.8 µM; actives 1% (n = 370,000);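 active = activation above the mean over all tested compounds plus 3 SD, cut at about 0.9% in these data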;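 also: 0% = DMSO-only wells and 100% = 3 µM delta7-dafachronic acid wells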
DAX1 inh-2 = inhibitors of DAX1 repression of SF-1 activated StAR promoter | actives 1.1% (n = 370,000) | HEK293T StAR-luciferase reporter, SF-1/DAX-1 repression relief | AID 652010 | inhibition, % at 6.8 µM;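 active = inhibition above the mean over all tested compounds plus 3 SD, cut at about 3.6% in these data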;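 also: 0% = DAX-1 cells with DMSO and 100% = cells lacking DAX-1 with DMSO; higher inhibition means more luminescence from relief of DAX-1 repression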
hcDAF-12 act = activators of H. contortus DAF-12 nuclear receptor; activation, % at 6.8 µM; HEK293 hcDAF-12 lit1-tk-luc reporter, luminescence; 0% DMSO, 100% Δ7-dafachronic acid; actives 1.4% (n = 370,000);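 active = activation above the mean of all tested compounds plus 3 SD, cut at about 5.5% in these data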;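 also: 100% = response to 3 µM Δ7-dafachronic acid high control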
FXN GAA850 act = increases GAA850 frataxin promoter reporter activity | HEK293 lucGAA850 FXN promoter luciferase reporter, 24 h; percent of 10 µM SAHA response | activation, % at 6 µM | actives 0.56% (n = 360,000) | AID 540364;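 active = activation above the average of all compounds screened plus 3 SD, cutoff fixed separately per campaign, cut at about 7.5% in these data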;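 also: 0% = DMSO wells and 100% = 10 µM SAHA wells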
HGIII-sPLA2 inh = Blocks human group III sPLA2 activity; actives 0.56% (n = 370,000); AID 743126; QFRET BODIPY PC-A2 liposome hydrolysis, fluorescence; inhibition, % at 12.2 µM;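 active = inhibition above mean plus 3 SD of compounds lying within the high and low control bounds, cut at about 19% in these data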;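 also: 0% = median of test compound wells and 100% = no enzyme DMSO wells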
Active calls of the source: *; x = not tested or not shown.

SMILES	SMARCA2 act	NR1D1 modulator	DAX1 inh-1	hgDAF-12 ag	PG9 Ab binder	PLC-beta3 inh	ssDAF12 agonist	DAX1 inh-2	hcDAF-12 act	FXN GAA850 act	HGIII-sPLA2 inh
O=C(CN1C(=O)c2ccccc2S1(=O)=O)Nc1ccc(S(=O)(=O)N2CCCC2)cc1	-2	-1	1.2	-1.5	-0.1	-1	-1.0	0.1	-2.0	-0.2	-5
CC(C)C(=O)NC(c1ccco1)c1ccc2cccnc2c1O (stereo not drawn)	-3	-1	-2.5	-7.6	1.4	-21	-1.9	-2.4	-3.4	-9.8	12
CC(=O)Nc1ccc(S(=O)(=O)NCc2cc(=O)n(C)c(=O)n2C)cc1	1	0	0.8	0.4	0.4	-10	-1.3	-0.1	-1.2	0.7	2
C/C(=N\NC(=O)c1cccc2ccccc12)c1cccnc1	-3	5	-0.2	-2.4	-0.5	-6	-1.1	1.8	0.5	-3.3	12
Cc1cc2c(s1)c1cnn(CC(=O)NCCc3ccccc3)c(=O)c1n2C	-3	307*	x	-1.5	37*	1	-0.6	-0.6	-0.6	x	-4
C=CCNC(=S)N(C1CCCCC1)C1CCCCC1	0	0	-1.4	1.9	0.5	-1	-1.4	1.8	-1.3	0.0	9
CCCCc1cc(=O)oc2cc(C)cc(OCC(=O)NC(Cc3ccc(Cl)cc3)C(=O)O)c12 (stereo not drawn)	2	6	0.8	-2.7	0.9	-145	-1.2	0.3	-0.5	-1.7	-13
COc1ccccc1-c1ccc(C(=O)O)o1	0	0	2.7	2.5	0.0	-15	-0.7	0.7	-0.8	2.7	7
CCOc1ccccc1C(=O)NCC(=O)NCC(c1ccc(OC)cc1)N1CCOCC1 (stereo not drawn)	-2	-7	-1.6	0.8	1.5	-1	-1.1	2.1	-0.9	2.3	11
COc1ccc(C(C)=O)cc1COC(=O)CSCC(=O)Nc1ccc(C)cc1	-3	-5	-1.1	5.5	-1.0	-6	-1.1	0.5	-1.0	0.6	6
CC(=O)N/C(=C/c1ccc2c(c1)OCO2)C(=O)O	-2	-2	4.0	2.5	-1.9	-2	-1.0	-0.3	-1.0	0.0	5
COC(=O)CN1C(c2ccccc2)=Nc2ccc(Cl)cc2C1c1ccccc1 (stereo not drawn)	-3	0	1.2	-2.5	0.6	-4	-1.5	-0.2	0.9	6.7	7
C/C(=N\S(=O)(=O)c1ccc(C)cc1)NC(=S)Nc1ccccc1	0	-5	1.4	-2.5	0.0	0	-0.7	-0.3	-1.6	0.2	1
O=C(NCC1CCCO1)C(c1cccs1)N(C(=O)c1ccc(-c2ccccc2)[nH]1)C1CCCC1 (stereo not drawn)	-1	3	0.0	2.9	-0.9	1	-0.9	0.1	-3.7	0.7	-21
Cc1onc(-c2ccccc2)c1C(=O)c1c[nH]c(C(=O)NCc2ccccn2)c1	0	1	-1.1	1.6	-1.8	4	-2.0	-0.7	-1.0	-0.5	-8
COc1ccc(-n2ccnc2CN2CCN(C3CCCC3)C(CCO)C2)cc1 (stereo not drawn)	-1	-4	4.7*	3.3	0.5	-296	-1.7	0.0	-1.0	1.1	3
Cc1ccccc1C(=O)N/N=C1/SCC(=O)N1Cc1ccc2c(c1)OCO2	-2	-3	-0.1	0.6	-0.2	0	-0.8	-0.2	-1.8	3.7	-5
COc1ccc(C)cc1NC(=O)C(Sc1nncn1C)c1ccccc1 (stereo not drawn)	2	5	-0.6	-0.9	-0.9	-1	-1.6	0.0	-0.9	3.1	3
Cc1cc(C)cc(NCc2cc3c(cc2[N+](=O)[O-])OCO3)c1	0	3	0.3	3.5	-4.0	-22	-1.6	0.4	1.6	1.8	0
COc1ccc2cc(/C=C3\SC(=S)NC3=O)c(N3CCOCC3)nc2c1	-4	0	-1.4	-4.3	1.2	-45	-1.2	-0.5	-0.6	0.2	-11
COC(=O)CSc1nnc(C)n1-c1cccc(OC)c1	-1	6	2.0	1.9	-0.1	2	-1.3	0.0	0.6	-2.1	-1
Clc1ccc(-c2nnc(NCc3ccccc3)c3ccccc23)cc1	-1	-6	0.1	-2.1	-0.6	-1	-1.2	0.2	-2.2	0.2	1
O=C1CCCN1CC(O)CS(=O)(=O)Cc1ccccc1Cl (stereo not drawn)	-2	-3	1.2	1.3	0.6	-1	-1.1	0.4	-2.1	0.4	-2
Cc1ccc(S(=O)(=O)N2CCC(C(=O)OC(C)C(=O)NC(N)=O)CC2)cc1C (stereo not drawn)	2	-3	0.1	-4.5	1.3	-3	-1.3	-0.3	-0.4	0.7	-3
CC(=O)c1c(O)cc(=O)n(-c2ccccc2)c1-c1ccc(Cl)cc1	-1	5	-0.6	1.3	1.4	2	-1.1	-0.4	-1.2	2.8	8
Cc1onc(C(=O)NCc2ccccn2)c1[N+](=O)[O-]	0	1	-0.1	-3.2	-1.8	-3	-1.1	-0.1	-0.2	1.4	7
COC(=O)CCN(C(=O)c1ccc(N2CCCCC2)c([N+](=O)[O-])c1)c1ccccn1	5	4	0.3	-0.8	0.8	0	-1.5	0.3	-1.9	1.7	-1
CCOc1cc(NS(=O)(=O)c2ccc(Cl)cc2)c(OCC)cc1NC(=O)CC(C)C	-2	2	0.8	0.7	1.2	0	-1.4	-0.8	-2.2	-2.7	-3
CCOC(=O)N1CCN(S(=O)(=O)c2ccc3c(c2)CC(C)N3C(C)=O)CC1 (stereo not drawn)	-6	-2	-1.3	-2.5	-0.4	-8	-1.5	-0.6	-3.2	0.1	3
CCC(C(N)=O)N1C(=O)C2C3CCC(C3)C2C1=O (stereo not drawn)	0	5	3.2	2.5	-1.1	4	-1.4	2.4	-1.2	-0.1	-2
CC(C)CN(C)C(=O)CCc1nnc(Cc2ccc(-c3ccccc3)cc2)o1	1	5	-0.6	0.5	-3.7	-2	-1.7	-0.6	-0.4	4.5	-13
CCn1c(=S)ccc2ccc(OC)cc21	-1	3	-0.1	2.4	2.7	-15	-1.1	0.2	-0.2	1.7	4
CC(NC(=O)c1cccc(Cn2cc([N+](=O)[O-])cn2)c1)c1ccc(C(C)(C)C)cc1 (stereo not drawn)	-4	7	0.7	0.4	0.5	-5	-1.1	0.0	-0.2	2.4	0
CCc1ccccc1NC(=O)Nc1ccon1	-3	1	-0.7	4.4	0.7	-9	-1.1	1.0	-1.2	2.2	8
CC(C)=C1C2CCC1C1C(=O)N(c3nc(-c4ccc(F)cc4)c(C)s3)C(=O)C21 (stereo not drawn)	-2	1	-0.4	4.3	-1.9	2	-1.2	-0.5	0.8	0.7	3
C=CCN1[C@@H](C)[C@H](c2ccccc2)Oc2cccc(N3CCCC(C)C3)c2S1(=O)=O (stereo partly drawn)	2	1	x	0.1	0.7	-1	-0.2	0.6	1.8	x	3
O=C(Cn1cnc2c(cnn2-c2ccc(Cl)cc2)c1=O)NCCc1ccccc1	0	7	0.0	2.3	4.3	-1	-1.5	0.1	-0.1	-2.6	2
Cc1cc(C)c2c(=O)[nH]c(SCC(=O)Nc3cccc(S(=O)(=O)N(C)C)c3)nc2n1	1	-4	-0.3	-1.8	-0.1	-6	-1.6	-0.5	-1.0	-0.2	-11
Cc1cc(C(=O)CSc2nnc(-c3cccs3)o2)c(C)n1-c1ccccc1	-9	-1	-3.5	-8.1	-0.6	-19	-2.5	-1.7	-3.4	-12	-9
Cc1cc(C)cc(N2CC34C=CC(O3)C(C(=O)OCC(=O)NCc3ccco3)C4C2=O)c1 (stereo not drawn)	-4	3	1.3	2.0	-0.6	1	-1.4	0.0	-0.8	-0.5	1
Nc1cnn(Cc2ccccc2F)c1	-1	1	-0.4	-1.7	2.7	1	-0.7	-0.8	-1.4	-3.1	0
CCOC(=O)[C@]12CCCC=C1N(CCCOC)C(=O)[C@@H]2CC(=O)NCC1CCCCC1	-3	7	x	-3.0	x	-3	0.0	0.1	-2.1	x	2
COC(=O)[C@@]12CCCCN1[C@H](c1ccc(-c3cc(C(C)=O)cs3)cc1)[C@H]1C(=O)N(C)C(=O)[C@H]12	-1	30*	0.9	0.6	0.5	3	-0.5	0.5	-1.5	-0.5	5
CC(Cc1c[nH]c2ccccc12)NC(N)=O (stereo not drawn)	2	0	0.4	2.1	-2.0	-3	-1.1	0.8	0.0	-2.0	0
O=C(Nn1c(Cc2cccs2)nc2ccccc2c1=O)c1ccc(F)c(F)c1	3	9	-1.1	1.9	2.8	-1	-0.8	0.2	-2.1	-3.3	0
O=C(N/N=C/c1c(F)cccc1Cl)c1ccc(Cn2cc(Br)cn2)o1	-3	0	-0.2	0.5	-0.7	-1	-1.7	0.2	-1.5	0.6	-8
CC1CCCCC1NC(=O)CCCN1C(=O)c2ccccc2C1=O (stereo not drawn)	1	0	1.2	0.1	-0.6	-4	-0.2	0.7	0.3	-0.5	-3
COCc1ccc(-c2c(-c3ccsc3)sc3ccccc23)cc1	1	-1	1.9	2.0	0.5	-3	-1.4	0.5	-1.6	3.7	7

Gathered by group, the compounds so far containing a COOH group (3)
SMILES	SMARCA2 act	NR1D1 modulator	DAX1 inh-1	hgDAF-12 ag	PG9 Ab binder	PLC-beta3 inh	ssDAF12 agonist	DAX1 inh-2	hcDAF-12 act	FXN GAA850 act	HGIII-sPLA2 inh
CCCCc1cc(=O)oc2cc(C)cc(OCC(=O)NC(Cc3ccc(Cl)cc3)C(=O)O)c12 (stereo not drawn)	2	6	0.8	-2.7	0.9	-145	-1.2	0.3	-0.5	-1.7	-13
COc1ccccc1-c1ccc(C(=O)O)o1	0	0	2.7	2.5	0.0	-15	-0.7	0.7	-0.8	2.7	7
CC(=O)N/C(=C/c1ccc2c(c1)OCO2)C(=O)O	-2	-2	4.0	2.5	-1.9	-2	-1.0	-0.3	-1.0	0.0	5

Next section
SMILES	SMARCA2 act	NR1D1 modulator	DAX1 inh-1	hgDAF-12 ag	PG9 Ab binder	PLC-beta3 inh	ssDAF12 agonist	DAX1 inh-2	hcDAF-12 act	FXN GAA850 act	HGIII-sPLA2 inh
CCOC(=O)C1=CCN(S(=O)(=O)c2cccc(Cl)c2)C1c1cccc(Br)c1 (stereo not drawn)	-4	4	x	-1.8	-1.2	-3	-1.7	-2.0	-2.0	x	-7
Oc1ccc(C[C@H]2CNCCN2CCC23CC4CC(CC(C4)C2)C3)cc1	-2	-7	0.8	-0.9	1.4	11*	-1.0	0.1	-0.4	3.0	1
CCOC(=O)[C@]12CCCC=C1N(Cc1ccc(Cl)cc1Cl)C(=O)[C@H](CC(=O)NCC13CC4CC(CC(C4)C1)C3)C2	-4	-2	x	4.4	-3.9	2	-0.3	-1.4	0.1	x	4
COc1ccc(OC)c(S(=O)(=O)N2CCC3(CC2)CC(=O)c2ccccc2O3)c1	-1	2	0.2	0.4	-1.1	-18	-1.2	0.1	-1.2	2.0	0
COCCn1c(SCC(=O)Nc2ccccc2F)nc2c([nH]c3ccccc32)c1=O	-1	1	-0.3	-1.0	0.5	-7	0.7	0.3	4.0	-0.2	0
Cc1ccc(S(=O)(=O)N2[C@@H](c3cccc(C)c3)C(C(=O)O)=C[C@H]2C(C)(C)C)cc1	2	-4	0.5	-3.8	1.8	1	-1.1	-1.3	0.4	0.5	-7
CC(C)C(NS(=O)(=O)c1ccc2c(c1)Cc1cc(S(=O)(=O)NC(C(=O)O)C(C)C)ccc1-2)C(=O)O (stereo not drawn)	0	2	-1.1	-0.7	0.4	-8	-1.3	0.2	-1.3	-0.7	2
